Assay outcomes from PubChem.
RGS4 inhibitor = blocks human RGS4-accelerated GTP hydrolysis; P49798; Transcreener GDP fluorescence polarization, RGS4-accelerated GTP hydrolysis; Potency, µM (doses to about 114 µM), without a hit: top-dose activity change, negative = inhibition, hits mostly inhibitors; 0.039% of 390,000 active; note: potency is the fitted concentration of half-maximal effect; % is set by controls: 0 for no effect and ±100 for the full control effect; nearly all actives have a fitted effect of over 75% in size; some results filed as inactive show a strong effect at the top dose
Target sequence (P49798 whole entry, looked up): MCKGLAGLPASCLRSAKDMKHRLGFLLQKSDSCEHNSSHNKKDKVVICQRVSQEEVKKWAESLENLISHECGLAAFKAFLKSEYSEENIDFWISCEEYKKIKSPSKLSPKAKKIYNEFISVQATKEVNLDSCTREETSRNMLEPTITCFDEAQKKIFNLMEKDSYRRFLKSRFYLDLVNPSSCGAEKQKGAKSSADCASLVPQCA
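MLSMR compounds (23 nl, pin-transferred) preincubated 10 min at room temperature with a 500nM (2x) first reagent, then RGS4 at 900nM (2x) plus Transcreener GDP mix added; fluorescence polarization (620/688 nm) read before and after 90 min at 30 °C.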
Pol eta inh = inhibitors of human DNA polymerase eta | AID 588591 | Q9Y253 | recombinant Pol eta, fluorescent DNA replication assay | Potency, µM (titrated, usually from 114 µM), inactives show at the top dose activity change, negative = inhibition, usual class: inhibitors | 1.2% of 390,000 active; note: potency is the fitted concentration of half-maximal effect; % is set by controls: 0 for no effect and ±100 for the full control effect
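Fluorescent replication assay: 50 nM final substrate added after a 15 min room-temperature compound preincubation with 10 nM enzyme. Signal taken at 0 min and again at 10 min.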
POLB inh = blocks human DNA polymerase beta activity | P06746 | Pol beta primer extension/strand displacement, fluorescence kinetic | Potency, µM (doses to about 114 µM), inactives show at the highest dose activity change, negative = inhibition, usual class: inhibitors | 1.3% of 340,000 active; note: potency is the fitted concentration of half-maximal effect; % is set by controls: 0 for no effect and ±100 for the full control effect
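Pol beta (10 nM) and compounds were preincubated 15 min at room temperature, then 50 nM substrate (final) started primer extension/strand displacement. Reads were taken at 0 and 10 min; concentration-response data were fitted to a four-parameter Hill equation.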
LDHA block = blocks human lactate dehydrogenase A | P00338 | purified LDHA, NADH/diaphorase-resazurin fluorescence; hits give low values | activity change, % (values are at about 110 or 230 µM) | 0.15% of 480,000 active | AID 1347041; in the data active = activity change below about -30%; inconclusive = mostly about -25% to -30%;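 note: plate controls were DMSO wells for no effect and wells without enzyme for full effect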
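LDH5 2 nM; NADH 0.06 mM, pyruvate 0.2 mM; 200 mM Tris pH 7.4, EDTA, Tween-20; 5 min RT. Detection: diaphorase 0.133 mg/mL + resazurin 37 µM, fluorescence ex540/em590 at 0 and 20 min; normalized to enzyme-free and DMSO wells.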
ERG-DNA inh = blocks human ERG Ets domain binding to DNA; P11308; fluorescence polarization, His-ERG Ets domain / labelled DNA; Potency, µM (series often up to 76.9 µM), inactives show at the top dose FP activity, negative = inhibition, hits mostly inhibitors; 0.028% of 370,000 active; AID 624246; active = well fitted inhibition curve with a large enough effect in the polarisation, with a control signal flat; inconclusive = small, poorly fitted or top-dose-only effect, or effect the other way, or a change in a side signal; inactive = no such curve, though single readings can be large or run the other way; the % refers to the polarisation;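 note: polarization taken with two DNA probes labelled with fluorescein and Texas red; potency is the fitted concentration of half-maximal effect; % of control where 0% means no effect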
Target sequence (P11308 whole entry, looked up, the tested form may be a part): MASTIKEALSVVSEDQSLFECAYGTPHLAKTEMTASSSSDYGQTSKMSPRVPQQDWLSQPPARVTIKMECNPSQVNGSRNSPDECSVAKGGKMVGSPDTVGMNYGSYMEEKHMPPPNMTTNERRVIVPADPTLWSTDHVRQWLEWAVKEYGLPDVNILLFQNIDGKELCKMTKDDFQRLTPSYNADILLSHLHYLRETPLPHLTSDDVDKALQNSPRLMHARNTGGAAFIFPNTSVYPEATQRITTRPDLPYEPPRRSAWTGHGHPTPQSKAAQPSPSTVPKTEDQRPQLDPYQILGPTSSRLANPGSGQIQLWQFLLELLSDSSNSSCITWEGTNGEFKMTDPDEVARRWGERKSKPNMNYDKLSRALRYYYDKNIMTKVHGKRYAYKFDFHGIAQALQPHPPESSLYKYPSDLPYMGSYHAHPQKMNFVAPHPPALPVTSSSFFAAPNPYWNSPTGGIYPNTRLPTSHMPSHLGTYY
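His-tagged ERG Ets domain (1 uM in the protein solution; 300mM KCl, 50mM Tris-HCl, 1mM EDTA, 1mM DTT, pH 7.5) received compound, then a probe mix of 5 nM fluorescein-DNA and 100nM Texas-615-DNA. Fluorescence polarization was read for both dyes.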
12-LOX inh = blocks human arachidonate 12S-lipoxygenase | P18054 | purified 12hLO, xylenol orange hydroperoxide absorbance | Potency, µM (doses to about 108 µM), inactives show at the top dose activity change, negative = inhibition, usual class: inhibitors | 1.1% of 580,000 active | AID 1671190; note: potency is the fitted concentration of half-maximal effect; % is set by controls: 0 for no effect and ±100 for the full control effect
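Purified human 12hLO (150 nM final) in 25 mM Hepes, 0.01% Triton X-100, pH 7.0 was preincubated 15 min at room temperature with compound. Then 40 uM arachidonic acid was added, 30 min. Hydroperoxide was read by Fe-XO absorbance ratio 573/405 nm.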
Apoferritin bind = binds horse apoferritin like a general anesthetic. apoferritin/1-aminoanthracene competitive binding, fluorescence. Potency, µM (doses to about 77.5 µM), without a hit: at the top dose activity change, negative = displacement, actives largely listed as inhibitors. 0.074% of 350,000 active. AID 485281; note: potency is the fitted concentration of half-maximal effect; % is set by controls: 0 for no effect and ±100 for the full control effect; nearly all actives have a fitted effect of over 20% in size
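Concentration-response curves derived by four-parameter Hill fitting of normalized fluorescence, where compounds displaced 1-AMA from 10 uM horse apoferritin following a brief 10 min room-temperature incubation; propofol titration acted as positive control.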
APE1 inh = blocks human APE1 abasic DNA cleavage; Potency, µM (top dose mostly 65.8 µM), inactives show at the top dose activity change, negative = inhibition, hits mostly inhibitors; AID 2517; P27695; 0.35% of 350,000 active; recombinant APE1, TAMRA/BHQ-2 abasic DNA cleavage fluorescence;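 note: potency is the fitted concentration of half-maximal effect; plate controls were vehicle for no effect and reference inhibitor for full effect; nearly all actives have a fitted effect of over 55% in size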
Target sequence (P27695 whole entry, looked up): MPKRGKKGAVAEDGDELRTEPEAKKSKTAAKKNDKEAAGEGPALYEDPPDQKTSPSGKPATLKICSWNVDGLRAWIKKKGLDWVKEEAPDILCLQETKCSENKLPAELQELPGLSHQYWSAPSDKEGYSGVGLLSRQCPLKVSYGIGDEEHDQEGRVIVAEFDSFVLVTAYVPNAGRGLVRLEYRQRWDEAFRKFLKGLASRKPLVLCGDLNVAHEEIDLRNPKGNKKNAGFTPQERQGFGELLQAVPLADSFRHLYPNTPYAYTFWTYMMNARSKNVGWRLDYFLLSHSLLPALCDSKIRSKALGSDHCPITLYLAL
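Activity was derived from the fluorescence gain between first and third kinetic reads (60 s intervals, ex 525/em 598 nm) after 50 nM THF-abasic TAMRA/BHQ-2 duplex was added to 0.75 nM APE1 preincubated 15 min with compound.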
Pol kappa inh = DNA polymerase kappa (human) inhibition; Potency, µM (highest dose often 107 µM), for inactives: at the top dose activity, negative = inhibition, usual class: inhibitors; Q9UBT6; purified Pol kappa, fluorescent DNA synthesis assay, 10 min; 0.53% of 400,000 active; note: potency is the fitted concentration of half-maximal effect; % is set by controls: 0 for no effect and ±100 for the full control effect
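10 nM Pol kappa was preincubated with compounds for 15 min at room temperature. Reaction started with 50 nM (final) substrate. Fluorescence read kinetically at 0 and 10 min.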
An asterisk follows results filed as active; i = inactive; ? = inconclusive; · = no result given; & = joins results of further samples; [ ] = another dose, or the depositor's remark. Unless noted, calls come from the whole dose curve; as a rule, active = well fitted curve in the direction sought with a large enough effect; inconclusive = small, poorly fitted or top-dose-only effect, or another doubt; inactive = no such curve, though single readings can be large; an effect the other way counts as inactive or inconclusive. The list is partial, so the mix of outcomes need not match the whole.

SMILES	RGS4 inhibitor	Pol eta inh	POLB inh	LDHA block	ERG-DNA inh	12-LOX inh	Apoferritin bind	APE1 inh	Pol kappa inh
Cc1cc(C)c(NC(=O)C2CCN(c3nnc(C)c4c(C)n(-c5ccccc5)nc34)CC2)c(C)c1	?	-8%	?	3	6%	-13%	-3%	·	-14%
CCOC(=O)c1ccc(NC(=O)CCc2nc3cccnc3n2Cc2cccs2)cc1	13%	2%	-7%	-1	0%	-15%	9%	·	-16%
O=C(CSc1cc(Cl)ccc1Cl)NCCCn1ccnc1	-30%	-22%	-4%	-1	8%	-25%	1%	10%	-12%
CCC(C)C1Nc2ccc(C(=O)NCCc3ccc(OC)c(OC)c3)cc2NC1=O (centres undefined)	2%	-14%	15%	-2	10%	·	1%	30%	1%
CCN(CC)c1ccc(S(=O)(=O)N2CCOCC2)cc1NC(=O)COC(=O)C1=COCCO1	-24%	-19%	·	-2	6%	-1%	·	·	6%
CCn1c(=O)c(=O)[nH]c2cc(C(=O)NC3CCCC3)ccc21	?	-3%	24%	-5	29%	?	-6%	4%	2%
O=C(c1ccccc1)C1OC1C(=O)c1ccccc1 (centres undefined)	2%	-32%	·	-9	1%	?	·	·	-4%
CCO[C@H]1OC(C(=O)NCc2nc3ccccc3[nH]2)=C[C@@H](c2ccc3c(c2)OCO3)[C@@H]1CCCO	10%	-7%	·	-4	14%	7%	·	·	-4%
CCC(C(=O)N1CCN(c2ccccc2)CC1)n1nc(C)n2c(cc3sccc32)c1=O (centres undefined)	19%	-15%	29%	-2	-5%	6%	-11%	·	11%
COc1ccccc1C1C2=C(N=c3s/c(=C/c4cccc(OCC(=O)O)c4)c(=O)n31)c1ccccc1CC2 (centres undefined)	-43%	40µM*	50µM*	8	-3%	?	-7%	7%	-31%

Part of the list above, with values under each structure:
Screens in order: RGS4 inhibitor	Pol eta inh	POLB inh	LDHA block	ERG-DNA inh	12-LOX inh	Apoferritin bind	APE1 inh	Pol kappa inh
O=C(CSc1cc(Cl)ccc1Cl)NCCCn1ccnc1
 : -30%	-22%	-4%	-1	8%	-25%	1%	10%	-12%
CCC(C)C1Nc2ccc(C(=O)NCCc3ccc(OC)c(OC)c3)cc2NC1=O (centres undefined)
 : 2%	-14%	15%	-2	10%	·	1%	30%	1%
CCN(CC)c1ccc(S(=O)(=O)N2CCOCC2)cc1NC(=O)COC(=O)C1=COCCO1
 : -24%	-19%	·	-2	6%	-1%	·	·	6%
CCn1c(=O)c(=O)[nH]c2cc(C(=O)NC3CCCC3)ccc21
 : ?	-3%	24%	-5	29%	?	-6%	4%	2%
O=C(c1ccccc1)C1OC1C(=O)c1ccccc1 (centres undefined)
 : 2%	-32%	·	-9	1%	?	·	·	-4%
CCO[C@H]1OC(C(=O)NCc2nc3ccccc3[nH]2)=C[C@@H](c2ccc3c(c2)OCO3)[C@@H]1CCCO
 : 10%	-7%	·	-4	14%	7%	·	·	-4%
CCC(C(=O)N1CCN(c2ccccc2)CC1)n1nc(C)n2c(cc3sccc32)c1=O (centres undefined)
 : 19%	-15%	29%	-2	-5%	6%	-11%	·	11%
COc1ccccc1C1C2=C(N=c3s/c(=C/c4cccc(OCC(=O)O)c4)c(=O)n31)c1ccccc1CC2 (centres undefined)
 : -43%	40µM*	50µM*	8	-3%	?	-7%	7%	-31%

Going on with the list.
SMILES	RGS4 inhibitor	Pol eta inh	POLB inh	LDHA block	ERG-DNA inh	12-LOX inh	Apoferritin bind	APE1 inh	Pol kappa inh
Cc1ccc(C(=O)NCC(=O)N(C)Cc2ccc(Cl)cc2Cl)s1	-29%	-14%	·	-2	-5%	-27%	·	3%	-14%
N#CC(c1ccccc1)C1CCN(Cc2ccccc2)CC1 (centres undefined)	5%	-13%	12%	-6	5%	2%	-9%	-2%	-6%
COc1ccc(CCN(C)C(=O)COc2ccc(N(C)S(=O)(=O)c3ccc(C)cc3)cc2)cc1OC	-8%	-7%	·	-3	0%	-9%	·	-10%	-19%
Cc1ccc(S(=O)(=O)N2Cc3ccccc3CC2C(=O)Nc2cc(C)on2)cc1 (centres undefined)	-7%	-4%	-1%	-3	-2%	-2%	-10%	-5%	8%
COCCNC(=O)c1ccc(CSc2nc3ccncc3n2Cc2ccccc2)cc1	-11%	-18%	1%	-1	-5%	-25%	5%	·	?
COCCNC(=S)N/N=C(\C)c1cccc(C(F)(F)F)c1	2%	-11%	-11%	-4	13%	?	-11%	2%	-4%
CC(C)(C)OC(=O)N1CCC(c2c(C(=O)Nc3ccc4c(c3)OCO4)cnn2-c2ccc(F)cc2F)CC1	-40%	2%	3%	15	3%	-9%	?	·	-15%
Cc1cccc(NC(=S)N(CCc2ccncc2)C(C)C)c1C	-14%	-10%	1%	4	-9%	0%	-1%	13%	8%
COc1cc(C2CC(=O)c3cnc(N)nc3C2)cc(OC)c1OC (centres undefined)	4%	-21%	10%	2	-3%	-2%	5%	24%	-14%
Cc1cccc(NC(=O)CCn2cnc3ccccc3c2=O)c1	10%	-8%	-28%	-1	5%	-11%	16%	·	-8%[60.1 µM]
Cc1c(C)c2ccc(OCC(=O)NC3CCN(Cc4ccccc4)CC3)c(C)c2oc1=O	4%	-8%	19%	-2	11%	1%	-3%	26%	3%
Brc1ccc2oc(-c3ccn[nH]3)cc2c1	14%	-12%	10%	-7	-9%	i	-10%	-8%	-18%
CC(C)(C)C(=O)NC(=S)Nc1ccccc1F	-14%	4%	19%	-7	4%	?	?	-2%	2%
Cc1cccc(-n2c(C)cc(/C=N\NC(=O)c3cccs3)c2C)c1	-27%	-12%	6%	2	5%	-14%	0%	10%	7%
CC(=O)CSc1nc(-c2ccccc2)c(-c2ccccc2)o1	-42%	-19%	?	0	-5%	-1%	3%	2%	3%
CCOc1ccccc1NC(=O)COC(=O)/C=C/c1ccc(OC)c(OC)c1	?	-8%	-27%	-14	5%	-16%	-20%	-3%	-5%
O=C(CCN1C(=O)C2CCCCC2C1=O)Nc1ccc(OC(F)F)cc1 (centres undefined)	-3%	-5%	·	-3	6%	12%	·	-1%	-2%
O=C(Cn1ncn2nc(-c3cccs3)cc2c1=O)NCc1ccc(Cl)cc1	-15%	-12%	18%	-12	1%	1%	3%	·	-1%
CCCCc1cc(=O)oc2cc(OCC(=O)N3CCC(C(N)=O)CC3)ccc12	19%	-13%	5%	-9	-2%	-2%	-13%	-1%	-7%
NC(Cc1ccccc1)C(O)c1ccco1 (centres undefined)	27%	·	·	·	·	·	-18%	-2%	-5%
COc1ccccc1-n1c(CNC(=O)c2cccc([N+](=O)[O-])c2C)n[nH]c1=S	-4%	-2%	14%	-3	5%	-3%	-9%	6%	-22%
Clc1ccc(-c2nc(-c3cnccn3)no2)cc1	-2%	-20%	-11%	-7	-2%	0%	-11%	0%	-1%
Cc1ccc(S(=O)(=O)N2CCSC2)cc1C	37%	-8%	21%	-6	·	-5%	?	1%	-9%
O=P(O)(OCc1ccccc1)OCc1ccccc1	-22%	-8%	·	-7	8%	-5%	·	-3%&-2%	16%
CC1CCCN(C(=O)CCc2ccccc2)C1 (centres undefined)	17%	-12%	61%	-3	-5%	18%	-8%	8%	-11%
Cc1cccn2c(=O)c3cc(C(=O)NCc4ccco4)c(=N)n(CCc4ccccc4)c3nc12	-25%	?	?	-7	-4%	-13%	50%[activator]	10%	-26%
Cc1cccc([C@@H]2[C@@H]3C(=O)N(Cc4ccccc4)C(=O)[C@@H]3[C@]3(CC(C)C)C(=O)N(c4cccc(Br)c4)C(=O)N23)c1	12%	-6%	2%	1	-14%	·	19%	29%	0%
Cc1cc(C)c(NC(=O)CN2C(=O)NC(Cc3ccccc3)C2=O)c(C)c1 (centres undefined)	-15%	-2%	3%	-5	-16%	-1%	9%	5%	8%
Cc1cccc(C)c1NC(=S)Nc1ccc(Cl)c(Cl)c1	-47%	-14%	-11%	-4	6%	?	?	1%	-7%
Cc1ccc(S(=O)(=O)c2cnc(SCC(=O)Nc3ccccc3C(F)(F)F)[nH]c2=O)cc1C	-18%	-11%	27%	1	4%	?	-8%	·	8%
COc1ccc(-c2cc(C(F)F)n3ncc(C(=O)N4CCN5CCCC5C4)c3n2)cc1 (centres undefined)	8%	-10%	7%	-7	0%	?	63%[activator]	-6%	-3%
CCOc1ccc(NC(=O)c2ccc(Br)o2)c([N+](=O)[O-])c1	29%	2%	31%	-6	4%	0%	-8%	4%	0%
c1ccc2c(c1)OCC(c1nnc3sc(-c4ccc5c(c4)OCO5)nn13)O2 (centres undefined)	?	-11%	22%	0	-1%	-26%	?	2%	1%
Cc1ncc([N+](=O)[O-])n1CC(=O)N/N=C/c1ccc(F)cc1	4%	-2%	36%	-4	?	-7%	-1%	-7%	14%
c1ccc(Nc2nnc(SCc3cccc4ccccc34)s2)cc1	-21%	-13%	-2%	-2	5%	156%[activator]	-11%	-4%	-18%
CCOc1ccccc1CNC(=O)c1cc(-c2ccc(C)c(C)c2)nc2ccccc12	0%	-21%	-1%	-2	-2%	-15%	-3%	·	0%[60.1 µM]
